Source: PubChem (National Center for Advancing Translational Sciences (NCATS))
KDM5B inh: blocks human KDM5B histone demethylase activity | AID 1347165 | 220,000 compounds, 2.6% hits | Q9UGL1 | Potency, µM (series often up to 57.7 µM), for inactives: top-dose activity change, negative = inhibition, actives largely listed as inhibitors | KDM5B demethylase, FDH-coupled NADH fluorescence (FDH is formaldehyde dehydrogenase); active means well fitted inhibition curve with a large enough effect; inconclusive means small, poorly fitted or top-dose-only effect; inactive means no such curve, though single readings can be large or run the other way; further: 0% is about no effect; nearly all actives have a fitted effect of over 70% in size
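KDM5BΔAP (200 nM final) in 50 mM HEPES pH 7.5, 0.01% Tween-20 was preincubated 10 min at RT with compound over a concentration range. Substrate mix (H3K4me3 12.5 µM, α-KG 25 µM, Fe²⁺, ascorbate, NAD⁺, FDH) was added, and NADH fluorescence change over 30 min gave dose-response curves.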
Numbers without * were called inactive; i = inactive; ? = inconclusive; & = joins results of further samples; [ ] = another dose, or the depositor's remark. Potency means the concentration at half of the fitted maximal effect.

SMILES | KDM5B inh
CCOC(=O)c1ccc(NC(=O)c2oc3c(c2C)-c2nn(Cc4ccccc4Cl)cc2CC3)cc1 | ?
Cc1ncsc1C(=O)NCc1ccc(N2CCC(C)CC2)nc1 | 11%
COCCNC(=O)C(=O)Nc1c2c(nn1-c1ccccc1)CS(=O)(=O)C2 | 5%
CC(CCn1cccn1)NC(=O)c1ccc(OC2CCN(S(=O)(=O)N(C)C)CC2)cc1 (centres undefined) | 39%
O=C(CCC[C@H]1NC[C@@H]2CC1CN(Cc1ccccc1)C2)NCCCN1CCCCC1 | ?
COc1ccc(CC(=O)Nc2sc3c(c2C(=O)Nc2ccccc2)CCCCC3)cc1 | ?
O=C1Nc2ccc(-c3ccccc3)cc2C(=O)N2CCN(C(=O)c3cccs3)C[C@H]12 | ?
COc1ccc(-c2noc([C@@H]3CCCN3C(=O)CCCc3ccccc3)n2)cc1 | ?
Cc1nn(C)c(C)c1CN(C)C(=O)Cn1nc(C(F)(F)F)c(Cl)c1C | 10%
COC(=O)C1=C(c2ccccc2)c2ccccc2S(=O)(=O)N1CC(=O)Nc1ccc(F)cc1F | -6%
Cc1c(C)[n+](=O)c(-c2ccc(Br)cc2)c(C)n1[O-] | 0%&-1%
O=C1Nc2ccccc2C12CCN(Cc1cncs1)C2 (centres undefined) | 6%[149 µM]
O=C(CCC1CCN(C(=O)c2ccccc2)CC1)NCCCN1CCCC1=O | 10%
CCCn1nc(C(=O)N2CCN(c3ccccc3)CC2)c2ccccc2c1=O | 15%
CC(=O)NC1(C)CCN(Cc2cnc(-c3cccc(N(C)C)c3)s2)CC1 | -22%[86.2 µM]
CCn1c(=O)cc(OCC(=O)Nc2ccc(C)c(F)c2)c2ccccc21 | -28%
COc1cccc(NC(=O)c2cc3c(=O)n4ccccc4nc3n2C)c1 | -25%
CCOc1ccccc1C1NC(=O)N(CC(=O)N(C)c2cccc(C)c2)C2=C1C(=O)OC2 (centres undefined) | 22%
CCOc1cc(C(=O)Nc2ccc3sc(NC(=O)C(C)C)nc3c2)cc(OCC)c1OCC | ?
CC1(c2ccccc2)N(Cc2ccccc2)C(=O)OC12CCN(C(=O)c1cccc(Cl)c1)CC2 (centres undefined) | -7%
CC1CN(C(=O)c2ccc(Br)c(S(=O)(=O)N3CCOCC3)c2)CC(C)O1 (centres undefined) | 0%
Cc1ccc(Oc2nc(-c3cccnc3)nc3ccccc23)cc1 | 5%
CCC(C)NC(=O)c1ccccc1NS(=O)(=O)c1c(F)cccc1F (centres undefined) | 11%
CCCOC(=O)c1c(NC(=O)c2cc3ccccc3c(=O)o2)sc2c1CCC(C)C2 (centres undefined) | -36%
O=C(NCCCN1CCc2ccccc2C1)c1c(OCC2CC2)cc(=O)n2c1CCCCC2 | ?
O=C(NCCn1nc(-c2ccc(F)cc2)ccc1=O)c1ccc(C(F)(F)F)cc1 | -12%
CCN(Cc1cc(C)[nH]n1)CC1CCCN(CCc2cccc(OC)c2)C1 (centres undefined) | -22%
O=C(NCc1ccc(Cl)cc1)c1noc(-c2ccc(F)cc2)n1 | 13%
O=C(NCc1cccnc1)c1nc(-c2cc(Cl)cc(Cl)c2)c2ccccn12 | i
CCc1cc(N2CCC(NCCc3cccc(Cl)c3)CC2)nc(C)n1 | 19%
O=C1NCc2ccccc2CC12CCN(Cc1ccc(O)cc1)C2 (centres undefined) | -12%[149 µM]
COc1ccc(C(=O)N2CCC(C3CCNC3)CC2)cc1F (centres undefined) | -18%
CN1C(=O)CC[C@]2(C(=O)NCc3cccs3)CCCC[C@@H]12 | -5%
Cc1ccc(NC(=O)Nc2ccc(C)n(CC(=O)NC(C)c3cccnc3)c2=O)cc1 (centres undefined) | -25%
CCc1noc(C)c1C(=O)Nc1sc2c(c1C(N)=O)CCC(CC)C2 (centres undefined) | 11%
O=C(NCc1cccs1)c1cccc2c1CCN2C(=O)c1ccc(F)cc1 | -15%
Cc1ccc2nc3c(cc(C(=O)NC4CCCC4)c(=N)n3C(C)C)c(=O)n2c1 | ?
COc1ccc(NC(=O)N2CCC(NS(=O)(=O)c3ccccc3F)CC2)cc1 | 16%
CCCCCn1c(SCCc2ccccc2)nc2c1c(=O)[nH]c(=O)n2C | -5%
CCc1ccccc1NC(=O)[C@H](Cc1ccccc1)N1Cc2ccccc2C1=O | 7%
CCCNc1c(NC(=O)Nc2ccccc2C(F)(F)F)c(=O)oc2ccccc12 | 19%
COC(=O)[C@@H]1Cc2c([nH]c3ccccc23)[C@H]2C[C@@H](NCCN(C)C)C[C@@H](c3ccc(F)cc3)N21 | 25µM*
NS(=O)(=O)c1ccc(NC(=O)C(=O)Nc2ccc3nc4n(c(=O)c3c2)CCCCC4)cc1 | -19%
CCCCCCCCN1C(=O)[C@@H](CC(=O)NCC23CC4CC(CC(C4)C2)C3)C[C@@]2(C(=O)OC)C1=C[C@H](COCc1ccccc1)O[C@@H]2C | ?
Cc1ccc2c(C)c(C(=O)N3CCN(c4cnccn4)CC3)oc2c1C | ?
CCCNC(=O)c1cc(-c2ccncc2)nc2ccccc12 | -24%
CC(C)NC(=O)c1cc(-c2ccc(F)cc2)cn1C | 4%
COc1cc([N+](=O)[O-])c(OC)cc1SCc1n[nH]c(=S)n1-c1ccc(F)cc1 | -11%
CCN(CC)c1cc(CCC(=O)NCCc2cccnc2)ccn1 | ?
CN(C(=O)Cn1nc2n(c1=O)CCCC2)c1ccccc1 | 0%

Reprinted from the part before: 3 entries, followed by the next part.
SMILES | KDM5B inh
COc1cc([N+](=O)[O-])c(OC)cc1SCc1n[nH]c(=S)n1-c1ccc(F)cc1 | -11%
CCN(CC)c1cc(CCC(=O)NCCc2cccnc2)ccn1 | ?
CN(C(=O)Cn1nc2n(c1=O)CCCC2)c1ccccc1 | 0%
CN(Cc1ccccc1)C(=O)c1ccc(-c2ccsc2)cc1 | 19%
CNC(=O)c1cc(-c2ccc(O)c(F)c2)cc2c1OCCN2Cc1cccnc1 | 28µM*
Cc1ccc(-c2nc3c4cnn(-c5cc(Cl)ccc5Cl)c4ncn3n2)cc1 | -20%
COc1ccc(Cl)cc1NC(=O)CSc1nc(Nc2ccccc2)nc(N2CCOCC2)n1 | -1%
CCn1ccc(C(=O)N2CC(c3nc(CCOCC4CC4)no3)C2)n1 | -13%
COc1ccc(-c2cc(N3CCCN(C(=O)c4cccc5[nH]ccc45)CC3)n[nH]2)cc1 | 28µM*
COc1ccc(N2CCN(C(=O)c3cccc(NC(=O)c4nsc5ccccc45)c3)CC2)cc1 | -10%
CCCNC(=O)CCc1nc(-c2ccccc2)c(-c2ccccc2)o1 | -8%
Cc1ccc(NC2CCCN(C(=O)CCN3CCCCO3)C2)cc1C (centres undefined) | 2%
CCOc1ccc(CCNC(=O)C2CCN(Cc3nc(-c4ccccc4C)oc3C)CC2)cc1OCC | -7%

Quoted at random: 3 records from the list, in no set order.
SMILES | KDM5B inh
O=C1Nc2ccc(-c3ccccc3)cc2C(=O)N2CCN(C(=O)c3cccs3)C[C@H]12 | ?
O=C(NCc1ccc(Cl)cc1)c1noc(-c2ccc(F)cc2)n1 | 13%
COc1ccc(CC(=O)Nc2sc3c(c2C(=O)Nc2ccccc2)CCCCC3)cc1 | ?

(more compounds)
SMILES | KDM5B inh
CN(C)C(=O)CNC(=O)c1cc2occc2n1Cc1ccccc1 | -21%
c1ccc(CSc2ccc(Sc3ccc(SCc4ccccc4)cc3)cc2)cc1 | 1%
O=C(NCc1ccncc1)C1CCc2nc(N3CCN(C(=O)C4CCC4)CC3)sc2C1 (centres undefined) | 12%
CN(C)c1ccc(C(CNS(=O)(=O)c2ccc(F)cc2)N2CCCC2)cc1 (centres undefined) | -20%
COc1ccc(NC(=O)N2CCC(CN3CCCC3)CC2)c(OC)c1 | -20%
Cc1ccc(S(=O)(=O)NCCc2nnc3ccc(SCC(=O)Nc4ccc(OC(F)(F)F)cc4)nn23)cc1 | -22%
O=C1CCCCN1CCNc1ccc(-c2nc(-c3ccccc3F)no2)cn1 | 32µM*
c1ccc(Nc2cc3c(cn2)NCCN(Cc2ccc4[nH]ccc4c2)C3)cc1 | 32µM*
O=C(Nc1cccc(-c2nnc3n2CCCC3)c1)c1ccccn1 | -16%
Cc1ccc(NC(=O)Cn2c(N3CCCCC3)nc(C)c(C)c2=O)cc1C | ?
COc1cccc(N2CC(C(=O)NC3CC3)NC2=O)c1 (centres undefined) | -4%[86.2 µM]
COc1ccc(NC(=O)N2CC(c3nnc(-c4ccncc4)o3)C3(CCOCC3)C2)cc1 (centres undefined) | -21%
CC(C)Oc1ccc(C(=O)Nc2ccc3c(c2)CCCN3C(=O)c2cccs2)cc1 | ?
CCOC(=O)c1sc(N2C(=O)c3oc4cc(C)c(C)cc4c(=O)c3C2c2ccc(C)cc2)nc1C (centres undefined) | 4%
CCOc1ccc(NC(=O)Cn2c(=O)n(Cc3ccccc3)c(=O)c3c4c(sc32)CN(C(C)=O)CC4)cc1 | -16%
C/C(=N/NC(=O)c1ccc(C(C)(C)C)cc1)c1ccccn1 | ?
CN(C)c1ccc(NC(=O)CCc2ncc(-c3ccc(Cl)cc3)o2)cc1 | -18%
O=C(NC1CCCCC1)C1CC1c1ccccc1 (centres undefined) | -4%
Cc1cc(CNC(=O)c2nccnc2N)ccc1F | ?
CC(Cc1cccs1)N(Cc1ccccc1)C(=O)c1cc(S(=O)(=O)N(C)C)ccc1Cl (centres undefined) | -2%
F[C@@H]1CN(C2CCOCC2)C[C@@H]1OCc1nc2ccccc2o1 | ?
CCCCN(CCCC)S(=O)(=O)c1ccc(OC)c2ncccc12 | 2%
Cc1cccc(N2CCN(C(=O)CCS(=O)(=O)c3ccc4c(c3)CC(=O)N4C)CC2C)c1 (centres undefined) | -25%
Cc1ccc(C(=O)Nc2nc3cc(NS(=O)(=O)Cc4ccccc4)ccc3s2)cc1 | ?
CC(C)NC(=O)NC(=O)C(C)Nc1ccc(F)cc1 (centres undefined) | 17%
OCCN1CNC(=S)NC1 | -4%
COc1cccc(Cn2c(=O)c(-c3noc(C)n3)c3n(c2=O)CCCCC3)c1 | 13%
CC1=CC=CN2C1=NC(=O)CC2(C)C(=O)N(CC(=O)NC1CCCC1)Cc1ccccc1 (centres undefined) | i
CC(C)c1ccc(NC(=O)Cn2c(=O)oc3cc(S(=O)(=O)N4CCCC4)ccc32)cc1 | 4%
O=C(CSc1nc2ccccc2c(=O)[nH]1)Nc1ccc(Br)cc1 | 6%
Cc1ccc2cccc(NC(=O)C(C)Oc3cccc(C)c3C)c2n1 (centres undefined) | -7%
COCCNc1cc(-c2noc([C@@H]3CCCN3Cc3ccccn3)n2)ccn1 | 32µM*
C#CCOc1ccccc1CNC1CCN(Cc2ccccc2)CC1 | ?
Cc1cc(NC(=O)CN(C)S(=O)(=O)c2ccc3c(c2)CCCC(=O)N3)ccc1Br | -3%
Fc1ccc(Cc2cn3cc(-c4ccccc4)nc3s2)cc1 | -12%
O=c1c2sc3ccccc3c2n(Cc2ccccc2F)c(=O)n1Cc1ccccc1 | -37%
COc1cc(C#N)ccc1OC(=O)c1oc2ccccc2c1C | -1%
CCc1ccc(CNC(=O)C2CCN(C(=O)c3ccc(-n4c(C)cc5ccccc54)s3)CC2)cc1 | 2%
COc1cccc(C2CC(=O)Nc3c2c(=O)n(C)c2nc4ccccc4n32)c1 (centres undefined) | ?
Cc1cccc(-n2nnnc2C2(N3CCCC3)CCCC2)c1 | 1%

Marked active in KDM5B inh (from the list above):
SMILES | KDM5B inh
COC(=O)[C@@H]1Cc2c([nH]c3ccccc23)[C@H]2C[C@@H](NCCN(C)C)C[C@@H](c3ccc(F)cc3)N21 | 25µM*
CNC(=O)c1cc(-c2ccc(O)c(F)c2)cc2c1OCCN2Cc1cccnc1 | 28µM*
COc1ccc(-c2cc(N3CCCN(C(=O)c4cccc5[nH]ccc45)CC3)n[nH]2)cc1 | 28µM*
O=C1CCCCN1CCNc1ccc(-c2nc(-c3ccccc3F)no2)cn1 | 32µM*
c1ccc(Nc2cc3c(cn2)NCCN(Cc2ccc4[nH]ccc4c2)C3)cc1 | 32µM*
COCCNc1cc(-c2noc([C@@H]3CCCN3Cc3ccccn3)n2)ccn1 | 32µM*

Next part:
SMILES | KDM5B inh
Cn1c(=O)c2c(ncn2CC(=O)NC2(C)CCS(=O)(=O)C2)n(C)c1=O (centres undefined) | 15%
O=C(c1ccc2c(c1)N(Cc1cccc(Cl)c1)C(=O)c1ccccc1S2=O)N1CCN(c2cccc(C(F)(F)F)c2)CC1 (centres undefined) | -22%
CC(C1CC1)N(C)Cc1nnc(-c2ccc(Br)o2)o1 (centres undefined) | 22%
COc1ccc(Cn2cc(COC(=O)Nc3ccc(F)cc3)nn2)cc1 | 13%
CN(Cc1cccc(C(F)(F)F)c1)C(=O)c1ccc(F)cc1 | 20%[86.2 µM]
CSc1ccc(/C=C(\NC(=O)c2ccccc2)C(=O)NCCN2CCOCC2)cc1 | -19%
COc1ccc(C(=O)NCC2Cn3cccc3C(=O)N2CC(C)C)cc1 (centres undefined) | -18%
O=C(Cc1cccc(F)c1)N1CCN(C(=O)N2CC3CC(C2)[C@H]2CCCC(=O)N2C3)CC1 (some centres undefined) | 4%
C[N+](C)(C)CCCCOC(=O)C12CC3CC(CC(C3)C1)C2 | 10%
CC1CCN(c2ccc(C(=O)O)cc2NS(=O)(=O)c2ccc(Br)s2)CC1 | 18%
COc1ccccc1N1C(=O)C2C(C(=O)c3ccccc3)=NN(c3ccc(C)cc3)C2C1=O (centres undefined) | -18%

Not all compounds are listed; count on the stated rates, not on these rows.
